CHRM5 antagonist = human M5 muscarinic receptor antagonists, primary screen, CHO cells, Fluo-8 calcium fluorescence | Muscarinic acetylcholine receptor M5 (Homo sapiens), P08912 | CHO-hM5 cells, ACh EC80 | inhibition, % at 3 µM | 360,000 tested, 0.59% active;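 active = inhibition above a per-plate cutoff, the mean of that plate's test compounds plus 3 SD, cut at about 27% in these data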;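 note: 0% = acetylcholine EC80 with DMSO and 100% = DMSO without agonist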
Target sequence (P08912 whole entry, looked up): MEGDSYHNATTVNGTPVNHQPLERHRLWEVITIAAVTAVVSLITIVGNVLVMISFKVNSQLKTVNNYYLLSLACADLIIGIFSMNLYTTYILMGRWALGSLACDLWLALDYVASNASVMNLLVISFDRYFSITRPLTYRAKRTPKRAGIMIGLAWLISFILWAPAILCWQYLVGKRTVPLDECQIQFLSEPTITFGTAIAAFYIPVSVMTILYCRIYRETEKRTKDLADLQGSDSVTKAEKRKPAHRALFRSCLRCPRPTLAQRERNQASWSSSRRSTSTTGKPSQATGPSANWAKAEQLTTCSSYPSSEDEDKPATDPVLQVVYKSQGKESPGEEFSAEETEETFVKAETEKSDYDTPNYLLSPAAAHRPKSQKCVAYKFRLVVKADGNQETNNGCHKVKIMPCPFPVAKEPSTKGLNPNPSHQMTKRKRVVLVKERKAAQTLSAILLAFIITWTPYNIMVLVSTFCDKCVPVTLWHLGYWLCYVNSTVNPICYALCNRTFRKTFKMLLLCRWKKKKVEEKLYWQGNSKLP
M4 ag = human M4 muscarinic receptor agonists, primary screen, CHO-K1 cells, Fluo-8 calcium fluorescence; Muscarinic acetylcholine receptor M4 (Homo sapiens), P08173; CHO-K1 hM4/Gqi5; vehicle 0%, full acetylcholine response 100%; activation, % at 3 µM; 360,000 tested, 0.14% active; AID 624127, 2012;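 active = activation above the run mean over all test wells plus 3 SD, cut at about 32% in these data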;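 note: peak over basal fluorescence ratio per well then scaled between controls; 0% = DMSO wells and 100% = acetylcholine at EC100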
Target sequence (P08173 whole entry, looked up): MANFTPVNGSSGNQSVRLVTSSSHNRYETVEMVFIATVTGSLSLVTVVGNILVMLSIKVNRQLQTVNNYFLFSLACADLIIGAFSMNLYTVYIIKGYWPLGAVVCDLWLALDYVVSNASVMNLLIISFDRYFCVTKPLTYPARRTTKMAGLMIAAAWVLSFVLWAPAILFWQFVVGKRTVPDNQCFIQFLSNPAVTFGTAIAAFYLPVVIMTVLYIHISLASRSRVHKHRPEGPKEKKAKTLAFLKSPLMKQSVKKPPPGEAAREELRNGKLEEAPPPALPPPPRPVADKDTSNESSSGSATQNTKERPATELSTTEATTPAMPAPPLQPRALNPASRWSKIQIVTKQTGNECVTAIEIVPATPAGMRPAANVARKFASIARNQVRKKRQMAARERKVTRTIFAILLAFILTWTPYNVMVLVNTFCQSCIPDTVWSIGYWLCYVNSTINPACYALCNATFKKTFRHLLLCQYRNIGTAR
M5 PAM = human M5 muscarinic receptor positive allosteric modulators, primary screen, CHO-K1 cells, Fluo-8 calcium fluorescence; Muscarinic acetylcholine receptor M5 (Homo sapiens), P08912; CHO-K1 hM5, ACh EC20 PAM; 0% = ACh EC20, 100% = ACh EC100; activation, % at 3 µM; 360,000 tested, 0.3% active; AID 624038, 2012;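 active = activation above the run cutoff, the mean activation of all test compounds plus 3 SD, cut at about 18% in these data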
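Assay system: CHO-K1 hM5 cells. Also added: acetylcholine at EC20 concentration, added after compound. Dosing: 3 µM, single dose. Times: compound preincubation 140 s before EC20 acetylcholine addition. Signal: Fluo-8 calcium fluorescence. Measure: % activation relative to EC20 and EC100 ACh responses. Repeats: singlicate, one well per test compound.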
CHRM5 agonist = human M5 muscarinic receptor agonists, primary screen, CHO-K1 cells, Fluo-8 calcium fluorescence | activation, % at 3 µM | Muscarinic acetylcholine receptor M5 (Homo sapiens), P08912 | CHO-K1 hM5 cells; 0% DMSO wells, 100% maximal acetylcholine response | 360,000 tested, 0.19% active | AID 624037, 2012;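 active = activation above the run's mean over test compounds plus 3 SD, cut at about 23% in these data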;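 note: signal is peak over basal fluorescence ratio across the kinetic read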
CHO-K1 Ca PAM = nonselective calcium activators in parental CHO-K1 cells, primary screen, counter-screen for M1 PAM project, cell-based, Fluo-8 calcium fluorescence, full deck, 1536-well; ATP EC20; 0% at ATP EC20, 100% at ATP max; activation, % at 3 µM; 360,000 tested, 0.02% active; AID 602247, 2012;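 active = activation above the run cutoff, the mean activation of all test compounds plus 3 SD, cut at about 40% in these data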;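 note: peak over basal fluorescence ratio in a 140 s read after ATP addition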
CHRM4 antagonist = human M4 muscarinic receptor antagonists, primary screen, CHO cells, Fluo-8 calcium fluorescence. Muscarinic acetylcholine receptor M4 (Homo sapiens), P08173. CHO-hM4 cells, ACh EC80. inhibition, % at 3 µM. 360,000 tested, 0.73% active. AID 624125, 2012;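 active = inhibition above its plate's cutoff, the mean inhibition of sample wells plus 3 SD, cut at about 27% in these data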;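 note: 0% = acetylcholine EC80 with DMSO and 100% = DMSO without agonist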
CHO-K1 Ca ag = counter-screen for M1 agonists: effect in parental CHO-K1 cells; Fluo-8 calcium fluorescence; scaled to maximal ATP response, vehicle zero; activation, % at 3 µM; 360,000 tested, 0.48% active; AID 602248, 2012; in the data active = activation above about 15%;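 note: untransfected CHO-K1 host cells lacking M1 receptor as counterscreen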
CHO-K1 Ca antag = M1 antagonist counterscreen hit in parental CHO-K1 cells. inhibition, % at 3 µM. AID 602250. ATP-induced calcium, Fluo-8 fluorescence. 360,000 tested, 0.6% active;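 active = inhibition above a per-plate cutoff, the plate's mean sample inhibition plus 3 SD, cut at about 24% in these data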;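 note: 0% = DMSO plus EC80 ATP and 100% = DMSO alone without ATP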
CHRM4 PAM = human M4 muscarinic receptor positive allosteric modulators, primary screen, CHO-K1 cells, Fluo-8 calcium fluorescence. CHO-K1 hM4/Gqi5, ACh EC20; 0% = ACh EC20, 100% = maximal ACh. activation, % at 3 µM. 360,000 tested, 0.4% active. AID 624126, 2012;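 active = activation above its plate's cutoff, the mean activation of sample wells plus 3 SD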; note: some results filed as inactive read as strong as hits
The depositor's hits bear a star. Not a hit list, and some 2.7% of all compounds hit somewhere here.

SMILES	CHRM5 antagonist	M4 ag	M5 PAM	CHRM5 agonist	CHO-K1 Ca PAM	CHRM4 antagonist	CHO-K1 Ca ag	CHO-K1 Ca antag	CHRM4 PAM
COc1ccc(N(C(=O)c2ccco2)C(C(=O)NC2CCCC2)c2cccs2)cc1OC (stereo unspecified)	3	0	0	-5	22	-18	-0.1	-15	6
S=c1[nH]nc(Cn2nnc3ccccc32)n1-c1ccc(Cl)cc1	0	2	9	4	-2	-5	-0.5	-6	12
CCCc1noc2c1/C(=N\O)CC(CC(C)SCC)C2 (stereo unspecified)	0	-2	1	-2	7	-5	0.1	-9	3
Cc1ccc(NC(=O)C(=O)NN)cc1	-3	1	1	1	-9	0	1.9	-5	0
O=C(CSc1nc2ccccc2s1)NNC(=S)Nc1ccccc1	7	3	-8	-1	7	20	0.7	-3	-1
CCCCc1c(O)n2c(nc3ccccc32)[nH]c1=O	-5	1	6	-2	18	-4	0.5	-24	8
CCN(CC)c1ccc(C(=O)OCC(=O)NC(C)(C)C)cc1	-1	1	7	-3	15	-6	1.5	-13	0
CCC(C)NC(=O)CC(c1ccccc1)c1cc(C)ccc1O (stereo unspecified)	3	0	2	-1	-2	-6	0.2	9	5
Nn1c(COc2ccc(Cl)cc2)nc2ccccc2c1=O	5	6	-5	0	-8	6	0.5	10	4
CN(C)CCn1c(C(=O)O)cc2ccccc21	-3	1	0	-3	12	2	0.5	-8	-1
CC1SC(c2ccc(F)cc2)N(CCc2ccccc2)C1=O (stereo unspecified)	2	-2	2	-7	-8	-4	0.1	-5	-4
CC(Cc1c[nH]c2ccccc12)NC(=O)C1CCCNC1=O (stereo unspecified)	0	-1	-2	2	2	4	-0.5	-7	7
CN(C)c1nc(N)nc(CSc2n[nH]c(-c3ccccc3)n2)n1	4	0	-1	3	8	4	0.1	-1	-3
O=c1cc(-c2ccc(F)cc2)oc2ccccc12	8	-1	-5	-3	11	4	0.3	-4	5
COC(=O)N/N=C/c1cccnc1	-10	1	6	-3	23	-17	0.6	-9	13
Cc1[nH]c2ccc(C(=O)NCCCN3CCCCCC3)cc2c1C	3	1	-3	-5	0	6	0.0	0	-1
Cc1c(OCC(=O)NCC(O)c2ccccc2)ccc2c3c(c(=O)oc12)CCC3 (stereo unspecified)	16	4	-5	1	3	6	5.7	-11	-11
CCCn1c(O)c(CN2CCCCC2)c(C)c(C#N)c1=O	0	1	3	2	9	-5	-0.1	1	4
O=C(Nc1ccccc1)OCC1CCCN2CCCCC12 (stereo unspecified)	-1	4	-6	-13	15	2	0.6	-3	3
O=C(O)c1cc(CN2CCOCC2)oc1-c1ccccc1	-2	1	-1	0	14	-5	0.3	-11	5
COC(=O)C1=CNC=C(C(=O)OC)C1c1cccc(OC)c1	3	0	-1	-4	15	12	0.3	-1	3
CCOC(=O)N1C2C=CC(C2)N1C(=O)OCC	7	0	-7	2	-21	5	0.3	-3	-3
CC(CCN1CCC(n2nccc2NC(=O)c2ccccc2Cl)CC1)c1ccccc1 (stereo unspecified)	22	2	-12	-7	-8	26	1.9	-9	-15
CC1Cc2nc(SCC(=O)N3CCCC3)n(C)c(=O)c2S1 (stereo unspecified)	1	-1	-4	2	3	13	0.1	1	-6
COCCn1c(C)cc(C(=O)CN2C(=O)C(=O)N(CCC3=CCCCC3)C2=O)c1C	-5	3	4	1	14	-14	0.6	-11	0
CN(CCC(=O)Nc1ccc(Br)cc1)Cc1ccccc1	13	3	-1	-2	-7	-10	0.9	0	5
COc1ccc(C(C)=O)cc1COC(=O)c1cccc(N(C)C)c1	3	3	-4	-2	19	7	1.2	-6	-5
CN1C(=O)C(Cc2cnc[nH]2)NC1=S (stereo unspecified)	-1	0	0	-4	7	15	4.6	-11	-4
CC1c2ccsc2CCN1S(=O)(=O)c1cccs1 (stereo unspecified)	-12	1	9	-17	13	-18	-0.4	-12	10
CC1CCc2c(sc(NS(=O)(=O)c3ccccc3)c2C(=O)OC(C)C)C1 (stereo unspecified)	1	0	6	-5	13	-9	0.3	-4	3

2 records picked at random from the list so far:
SMILES	CHRM5 antagonist	M4 ag	M5 PAM	CHRM5 agonist	CHO-K1 Ca PAM	CHRM4 antagonist	CHO-K1 Ca ag	CHO-K1 Ca antag	CHRM4 PAM
O=C(O)c1cc(CN2CCOCC2)oc1-c1ccccc1	-2	1	-1	0	14	-5	0.3	-11	5
CCOC(=O)N1C2C=CC(C2)N1C(=O)OCC	7	0	-7	2	-21	5	0.3	-3	-3

(listing goes on)
SMILES	CHRM5 antagonist	M4 ag	M5 PAM	CHRM5 agonist	CHO-K1 Ca PAM	CHRM4 antagonist	CHO-K1 Ca ag	CHO-K1 Ca antag	CHRM4 PAM
CN(CCC(=O)Nc1ccc(Cl)cc1)Cc1ccccc1	4	4	-3	-3	19	10	2.3	-10	-7
CS/C(=N\NC(N)=O)c1ccccc1	-8	2	6	-3	13	-9	0.7	-3	15
CC(C)(C)NC(=O)C(c1ccc(F)cc1)N(Cc1cccs1)C(=O)c1ccc(CN2CCOCC2)o1 (stereo unspecified)	2	2	11	1	2	-6	-0.1	-5	4
CC(=O)N1CCN(CC(=O)Nc2c(Cl)ccc(C)c2Cl)CC1	6	0	7	0	10	0	0.3	-9	2
COc1ccc(NCc2nnc(SCC(=O)Nc3ccc(OC)cc3OC)o2)cc1	2	3	0	-1	26	-6	1.6	-10	5
Cc1cccc(C)c1Nc1c(-c2ccsc2)nc2ncccn12	3	0	-4	-3	5	-19	0.1	2	1
C=CCn1c(SCC(=O)Nc2c(C)n(C)n(-c3ccccc3)c2=O)nnc1-c1ccncc1	-4	0	0	2	25	12	0.5	-27	1
CN1CCN(c2ccccc2NC(=O)Cc2cn(C)c3ccccc23)CC1	9	1	-9	-5	0	-18	-0.5	20	9
CN(C(=O)c1ccncc1)c1nnc(-c2cnccn2)s1	1	0	3	-2	10	5	0.2	0	11
O=C(Nc1ccncc1)Nc1ccc(F)c(Cl)c1	17	19	-16	13	0	1	11	24*	-9
COc1ccc(CNC2=CC(=O)CC(C)(C)C2)cc1	1	0	5	0	21	9	0.6	-7	-1
COc1ccc(CN2CCN(C(C)C(=O)N(C)Cc3cccc(F)c3)CC2)cc1OC (stereo unspecified)	-1	1	-1	-2	5	6	0.3	1	-2
CC(=O)NC(Cc1ccc(C(C)C)cc1)C(=O)NC1CCN(c2nc(C)cc(C)n2)CC1 (stereo unspecified)	3	0	0	-5	21	-4	0.5	-11	0
Cc1cccc2c1c(N=NC(N)=S)c(O)n2C1OC(CO)C(O)C(O)C1O (stereo unspecified)	5	1	-6	-4	-11	-8	-0.5	-7	6
Cc1noc(C)c1CC(=O)N1CCCC(C(=O)c2ccc(C(C)(C)C)cc2)C1 (stereo unspecified)	6	6	-9	-2	15	-16	6.8	-6	3
CCN(CC)C(=O)C(=O)Nc1ccc(F)c(Cl)c1	-6	0	0	0	22	-5	0.7	-10	12
CCCc1nnc(NC(=O)CCC(=O)N2CCCCC2CC)s1 (stereo unspecified)	-8	1	13	1	18	1	0.7	-7	-2
CNc1c(NC(=O)C2CCC(C)CC2)c(=O)oc2ccccc12 (stereo unspecified)	11	3	-3	-2	-2	-12	0.3	-12	14
COc1ccc(NC(=O)c2cc3ccccc3oc2=O)c(OC)c1	-2	2	-2	0	4	2	0.5	-10	-3
CC1CCC(C(=O)NC(C(=O)N2CCc3ccccc3C2)C(C)C)CC1 (stereo unspecified)	1	-1	-1	-1	21	16	0.7	-7	3
COc1ccc(-c2ccc3nnc(SCC(=O)N4CCCC4)n3n2)cc1	-12	-1	8	-5	-14	-2	-0.5	-5	11
Cc1cc(=O)n(-c2ccc(Cl)cc2)c(=O)[nH]1	8	10	-7	4	-23	2	2.9	9	-8
Cc1cc(-c2ccc(C)c(S(=O)(=O)NCCN3CCC(C)CC3)c2)on1	13	-1	-2	-6	-11	-5	2.0	-7	0
N/C(=N\OC(=O)C12CC3CC(CC(C3)C1)C2)c1ccccc1	-1	0	2	3	6	-3	1.2	-11	5
CCCCNC(=O)N1CCN(C(=O)C2CCCO2)CC1 (stereo unspecified)	2	1	0	-5	10	-17	0.6	-4	10
CSc1ncnc2c1ncn2CCCN1CCN(C(=O)C2CC2)CC1	6	2	-2	1	9	-16	0.8	-9	9
COc1ccc(-c2cn3c(C)c(C(=O)Nc4cccc(NC(C)=O)c4)sc3n2)cc1	10	18	-13	5	-7	4	4.1	8	-12
CC(c1cccnc1)N(CCN(C)C)C(=O)Nc1ccc(Cl)cc1 (stereo unspecified)	5	5	-2	4	7	-19	0.6	0	-3
CC1CN(S(=O)(=O)c2ccccc2)C(C)N1C(=O)N1CCOCC1 (stereo unspecified)	3	1	2	-5	16	-4	0.6	-12	13

11 successive compounds out of the list so far:
SMILES	CHRM5 antagonist	M4 ag	M5 PAM	CHRM5 agonist	CHO-K1 Ca PAM	CHRM4 antagonist	CHO-K1 Ca ag	CHO-K1 Ca antag	CHRM4 PAM
COc1ccc(NC(=O)c2cc3ccccc3oc2=O)c(OC)c1	-2	2	-2	0	4	2	0.5	-10	-3
CC1CCC(C(=O)NC(C(=O)N2CCc3ccccc3C2)C(C)C)CC1 (stereo unspecified)	1	-1	-1	-1	21	16	0.7	-7	3
COc1ccc(-c2ccc3nnc(SCC(=O)N4CCCC4)n3n2)cc1	-12	-1	8	-5	-14	-2	-0.5	-5	11
Cc1cc(=O)n(-c2ccc(Cl)cc2)c(=O)[nH]1	8	10	-7	4	-23	2	2.9	9	-8
Cc1cc(-c2ccc(C)c(S(=O)(=O)NCCN3CCC(C)CC3)c2)on1	13	-1	-2	-6	-11	-5	2.0	-7	0
N/C(=N\OC(=O)C12CC3CC(CC(C3)C1)C2)c1ccccc1	-1	0	2	3	6	-3	1.2	-11	5
CCCCNC(=O)N1CCN(C(=O)C2CCCO2)CC1 (stereo unspecified)	2	1	0	-5	10	-17	0.6	-4	10
CSc1ncnc2c1ncn2CCCN1CCN(C(=O)C2CC2)CC1	6	2	-2	1	9	-16	0.8	-9	9
COc1ccc(-c2cn3c(C)c(C(=O)Nc4cccc(NC(C)=O)c4)sc3n2)cc1	10	18	-13	5	-7	4	4.1	8	-12
CC(c1cccnc1)N(CCN(C)C)C(=O)Nc1ccc(Cl)cc1 (stereo unspecified)	5	5	-2	4	7	-19	0.6	0	-3
CC1CN(S(=O)(=O)c2ccccc2)C(C)N1C(=O)N1CCOCC1 (stereo unspecified)	3	1	2	-5	16	-4	0.6	-12	13
